High-throughput results from PubChem BioAssay.
miR122 inh: miR-122 Renilla sensor signal increase in Huh7, primary screen, miR-122 inhibitor project, cell-based, single point, plate reader; activation (reporter increase), % at 12.5 µM; Huh7 miR-122 Renilla luciferase sensor, 48 h; neutral wells = 0, positive control = 100; 340,000 compounds, 0.3% hits;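 active = mean replicate activation score at least 90 and every replicate individually at or above 90; inconclusive = only one of the two criteria met; inactive = neither criterion met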;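 also: higher luciferase means less miR-122 activity so hits act as miR-122 inhibitors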
ERAP1 inh: human ERAP1 aminopeptidase inhibitors, primary screen, biochemical, single point, plate reader | AID 652197, 2013 | inhibition, % at 10.7 µM | Endoplasmic reticulum aminopeptidase 1 (Homo sapiens), Q9NZ08 | recombinant ERAP1, Leu-AMC fluorescence, 60 min | 340,000 compounds, 0.15% hits;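 active = mean replicate inhibition of at least 30%, or all replicates individually reaching that 30% level; inactive = mean below 30% and not every replicate reaching it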;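 also: 0% = neutral control wells and 100% = L-leucinethiol positive control wells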
Target sequence (Q9NZ08 whole entry, looked up): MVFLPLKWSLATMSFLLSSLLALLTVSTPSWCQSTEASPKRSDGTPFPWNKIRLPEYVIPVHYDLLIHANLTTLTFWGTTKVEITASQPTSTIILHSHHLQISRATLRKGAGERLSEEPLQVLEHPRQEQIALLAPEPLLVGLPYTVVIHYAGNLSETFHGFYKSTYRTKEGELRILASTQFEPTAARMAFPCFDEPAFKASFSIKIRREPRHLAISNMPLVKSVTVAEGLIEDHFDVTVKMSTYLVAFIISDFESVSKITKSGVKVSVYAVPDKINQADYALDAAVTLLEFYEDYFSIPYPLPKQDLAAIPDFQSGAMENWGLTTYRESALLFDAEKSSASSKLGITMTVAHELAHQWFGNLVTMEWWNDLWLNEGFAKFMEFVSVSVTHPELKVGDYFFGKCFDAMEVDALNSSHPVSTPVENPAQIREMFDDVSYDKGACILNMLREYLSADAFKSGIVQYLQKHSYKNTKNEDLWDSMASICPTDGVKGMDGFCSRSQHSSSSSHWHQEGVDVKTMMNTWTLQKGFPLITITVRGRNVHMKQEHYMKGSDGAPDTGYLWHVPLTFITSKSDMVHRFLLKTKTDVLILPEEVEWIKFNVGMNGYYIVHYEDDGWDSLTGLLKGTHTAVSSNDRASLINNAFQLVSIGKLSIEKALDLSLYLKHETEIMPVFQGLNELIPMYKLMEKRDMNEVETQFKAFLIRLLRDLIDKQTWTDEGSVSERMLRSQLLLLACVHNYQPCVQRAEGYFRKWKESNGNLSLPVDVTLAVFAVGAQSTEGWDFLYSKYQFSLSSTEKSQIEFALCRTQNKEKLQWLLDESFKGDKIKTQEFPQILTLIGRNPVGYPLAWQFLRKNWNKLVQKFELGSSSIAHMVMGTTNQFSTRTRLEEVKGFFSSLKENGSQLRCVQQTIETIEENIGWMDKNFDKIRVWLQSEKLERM
CFTR F508del cor: F508del CFTR correction, initial screen, CFBE line, single point | activity (quench increase), % at 7.58 µM | AID 720511, 2013 | 350,000 compounds, 0.36% hits | CFBE cells, YFP halide quenching; stimulated with forskolin plus potentiator P3; % fluorescence drop versus neutral controls;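 active = mean added fluorescence quench of at least 8% versus neutral control, with both replicates also reaching 8%; inconclusive = only one of the mean or replicate conditions met; inactive = mean below 8% and not both replicates reaching 8%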;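 also: cells transiently co-express mutant CFTR-F508del with the halide-sensitive YFP; corrector assay measuring rescue of mutant channel to the surface after 24 h compound exposure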
ERp5 inh: inhibitors of ERp5-driven insulin aggregation, primary screen, biochemical, turbidity, absorbance 650 nm, single point | Protein disulfide-isomerase A6 (Homo sapiens), Q15084 | 90 min | inhibition, % at 9.99 µM | 350,000 compounds, 0.05% hits | AID 651711, 2012;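 active = mean replicate inhibition above about 25%, with every replicate also reaching it, limit read from the data, passing the limit was not always enough; inconclusive = only one of those two criteria met; inactive = neither criterion met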
SIRT5 block: SIRT5 desuccinylase inhibitors, primary screen, biochemical, fluorescence imaging, single point, set 5; Purified SirT5, succinyl-peptide AMC, trypsin-coupled fluorescence; inhibition, % at 15 µM; 330,000 compounds, 1.1% hits; AID 652115, 2013; in the data active = inhibition above about 15%; inconclusive = no clear call, values can overlap the other calls
Casp6 inh: human caspase-6 inhibitors, primary screen, biochemical, VEID-R110 fluorescence, single point, set 2 | P55212 | purified caspase-6, Z-VEID-R110 cleavage fluorescence | inhibition, % at 12.5 µM | 350,000 compounds, 0.53% hits | AID 686996, 2013;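 active = mean inhibition across replicates at least about 35%, with every replicate also reaching that limit, limit read from the data; inconclusive = only one of the two criteria met; inactive = neither criterion met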;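 also: 0% = median of neutral control wells and 100% = no fluorescence left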
DENV2 CPE rescue: inhibitors of DENV2 cytopathic effect, primary screen, cell-based, plate reader, single concentration | DENV2-infected cells, cytopathic effect rescue | CPE inhibition, % at 9.99 µM | 350,000 compounds, 1.7% hits; in the data active = CPE inhibition above about 20%, passing the limit was not always enough; inconclusive = no clear call, values can overlap the other calls; tested in BHK-21 cells;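 also: 0% = median of neutral control wells and 100% = median of positive control wells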
Active calls of the source: *; u = inconclusive; x = not tested or not shown; & = joins results of further samples; [ ] = remark or other dose.

SMILES	miR122 inh	ERAP1 inh	CFTR F508del cor	ERp5 inh	SIRT5 block	Casp6 inh	DENV2 CPE rescue
COCc1ccc(C(=O)NC2CCCN(Cc3ccccc3F)C2)o1 (stereo not drawn)	-2	-8	-1.2	3	0	0	1
C/C(=C\C(=O)c1ncc(C(F)(F)F)cc1Cl)N(C)C	x	-1	-1.2	6	-2	-4	10
COc1ccc(S(=O)(=O)Nc2cccc3c2O[C@@H](CN(C)S(=O)(=O)c2ccc(F)cc2)[C@H](C)CN([C@@H](C)CO)C3=O)cc1	-3[16.7 µM]	1	1.0	-2	3	1	-4
c1cncc(-c2nc(NCCCN3CCOCC3)c3c4c(sc3n2)CCC4)c1	-5	-1	-0.6	-1	2	-1	x
CC1CCN(S(=O)(=O)c2ccc(NC(=O)Cc3ccc(S(=O)(=O)N4CCOCC4)s3)cc2)CC1	14	-5	3.2	2	-4	-4	2
Cc1cc(C)cc(N(CC(=O)NC2CCCC2)C(=O)CCC(=O)Nc2cc(C)ccn2)c1	x	-3	0.3	7	0	-4	-10
CCOC(=O)N1CCN(C(=O)c2ccc(S(=O)(=O)Nc3ccccc3)cc2)CC1	x	1	-3.8	4	-1	-3	u
CC(C(=O)Nc1ccc(S(=O)(=O)N2CCCC2)cc1)N(C)Cc1ccc(F)cc1 (stereo not drawn)	-6	1	0.4	-2	1	-4	1
COc1ccc(-c2csc(NC(=O)C3COc4ccccc4O3)n2)cc1OC (stereo not drawn)	-9	1	1.1	1	-1	-2	-1
CCOC(=O)c1ccc(NC(=S)N(CCCN2CCN(CC)CC2)Cc2cccs2)cc1	x	1	-1.4	3	-3	-1	-1
CCN1CCC(C(=O)NC(c2ccc(F)cc2)c2ncccc2C)CC1 (stereo not drawn)	-6	-2	-0.6	1	x	-1	-3
COc1ccc(NC(=O)N(C)C[C@H]2OCc3ccccc3-c3c(n(C)c4ccccc34)C(=O)N([C@@H](C)CO)C[C@@H]2C)c(OC)c1	x	1	2.3	4	7	1	2
CN(C)CC(=O)N[C@H]1C=C[C@H](CC(=O)NCc2ccc(Cl)cc2)O[C@H]1CO	x	4	-0.7	0	1	-14	-7
CN1c2ccc(-c3ccccc3)cc2[C@@H]2[C@@H](CCN2C(=O)c2cccc(F)c2)[C@@H]1CO	28[16.7 µM]	4	-0.7	-2	6	-1	5
CNC(=S)N(CCc1c(C)[nH]c2ccc(F)cc12)Cc1ccco1	10	-4	0.3	4	-3	2	-2
CN(C)C(=O)c1cccc(-c2ccc([C@H]3[C@H](CO)N4C(=O)CN(C(=O)C5CCC5)C[C@@H]34)cc2)c1	x	-1	-2.8	10	0	-1	-5
CN(C)CC#Cc1ccc([C@@H]2[C@@H](CO)N3CCCCN(C(=O)C4CCC4)C[C@@H]23)cc1	6[16.7 µM]	2	1.2	-3	-2	-2	-3
O=[N+]([O-])c1cccc(S(=O)(=O)/N=C(/Nc2ccccc2)c2ccccc2)c1	0	0	1.9	0	x	-2	u
Cc1c(NC(=O)C(C)OC(=O)c2sc3ccccc3c2Cl)c(=O)n(-c2ccccc2)n1C (stereo not drawn)	-1	1	x	4	10	1	-3
O=C(NCC(c1ccco1)N1CCN(c2ccc(F)cc2)CC1)c1ccc2c(c1)OCO2 (stereo not drawn)	-10	2	-0.4	1	-5	0	1
C[C@H](CO)N1C[C@H](C)[C@H](CN(C)S(=O)(=O)c2ccc(C#N)cc2)Oc2ncc(C#Cc3ccc(F)cc3)cc2C1=O	-12[16.7 µM]	-1	2.9	10	4	1	-1
CCOC(=O)c1cc(C(=O)NC(C)c2ccccc2)c(C)[nH]c1=O (stereo not drawn)	x	-3	0.7	0	x	7	-1
COCCNc1nc2c(c(=O)[nH]c(=O)n2C)n1CCCc1ccccc1	-2	2	-1.0	2	-2	-3	-3
COc1ccc(Cl)cc1S(=O)(=O)N(C)CC(=O)N1CCCC1	x	-1	-0.6	2	1	2	2
O=C(OCC1CC(c2ccccc2)=NO1)c1ccco1 (stereo not drawn)	0	0	-2.0	-2	-7	-4	7

Taken from above.
CN(C)C(=O)c1cccc(-c2ccc([C@H]3[C@H](CO)N4C(=O)CN(C(=O)C5CCC5)C[C@@H]34)cc2)c1 @ ERAP1 inh: -1
CNC(=S)N(CCc1c(C)[nH]c2ccc(F)cc12)Cc1ccco1 @ SIRT5 block: -3

Later entries
SMILES	miR122 inh	ERAP1 inh	CFTR F508del cor	ERp5 inh	SIRT5 block	Casp6 inh	DENV2 CPE rescue
Cc1ccc(Nc2ccc(N3CCN(c4ccc([N+](=O)[O-])cc4)CC3)nn2)cc1	-4	x	0.9	5	-2	2	3
Cc1nc(SC2CC(=O)N(c3ccccc3)C2=O)n[nH]1 (stereo not drawn)	x	10	x	-3	-1	-1	-2
COc1cccc(-c2ccc(NC(=O)C3CCCN(Cc4cnc(C)n4C)C3)cc2)c1 (stereo not drawn)	-5	0	-1.2	3	1	-22	1
Cc1ccc(S(=O)(=O)N[C@H]2C=C[C@@H](CC(=O)N3CCN(c4ccccc4)CC3)O[C@H]2CO)cc1	x	1	-1.6	-1	-3	0	4
CC(C)NC(=O)CN1C(=O)c2ccccc2S1(=O)=O	x	0	-0.3	-6	3	-2	8
CC1CN(c2ccccc2)NC1=O (stereo not drawn)	x	-1	0.3	-1	-3	2	-2
CCCCC(NC(=O)Cc1c(C)c2cc3c(C)c(C)oc3c(C)c2oc1=O)C(=O)O (stereo not drawn)	-9	-1	0.2	-1	1	2	5
COc1ccc(/C=C/C(=O)Nc2cccc(S(=O)(=O)NC3=NCCCCC3)c2)c(OC)c1	-1	-6	-0.1	0	2	1	3
CC(=O)Nc1ccc(S(=O)(=O)NCc2nc(-c3ccccc3C)no2)cc1	-1	-3	3.2	-2	-2	-2	19
COCCN1C(=O)N[C@@H](c2cccc(F)c2)C(C(=O)OC)=C1C	-4	5	3.4	0	0	-1	-12
COc1ccc(C2C(C#N)=C(N)N(N(C)C)C3=C2C(=O)CC(C)(C)C3)cc1 (stereo not drawn)	x	4	-1.3	1	2	-2	0
C[C@@H]1CN([C@H](C)CO)C(=O)c2cc(NC(=O)Nc3ccc(F)cc3)ccc2O[C@H]1CN(C)S(=O)(=O)c1cn(C)cn1	5[16.7 µM]	2	3.5	6	4	2	10
Cc1cc(C)nc(SCc2nnc(SCC#N)n2-c2cccc(Cl)c2)n1	-2	-2	-4.7	3	0	0	13
O=C(NCCc1csc(-c2ccccc2)n1)c1ccco1	-5	1	-1.0	2	-1	1	1
Cc1noc(C)c1NC(=O)N(C)C[C@@H]1Oc2ncc(C#CCN(C)C)cc2C(=O)N([C@H](C)CO)C[C@H]1C	20[16.7 µM]	6	2.5	1	-1	-21	x
C[C@@H]1CN([C@@H](C)CO)C(=O)c2cccc(NC(=O)c3nc4ccccc4s3)c2O[C@H]1CN(C)C(=O)Nc1ccc2c(c1)OCO2	0[16.7 µM]	0	-4.7	-7	1	0	u
C[C@H]1CN([C@@H](C)CO)S(=O)(=O)c2ccc(C3=CCCC3)cc2O[C@H]1CN(C)S(=O)(=O)c1ccc(F)cc1	-2[16.7 µM]	-1	1.9	20	11	-1	-4
CC1(C)CC(=O)C(Sc2ccccc2)=C(O)C1	3	-1	0.5	3	-3	6	1
Cc1cccc(-c2nc(CS(=O)CC(=O)N3CCCCC3)c(C)o2)c1 (stereo not drawn)	-1	9	-2.2	-2	-4	1	-15
O=C(Nc1nc(-c2cccnc2)cs1)c1ccccc1[N+](=O)[O-]	-2	2	-0.8	4	-2	-1	-2
CC(C)C(NC(=O)c1ccc(F)cc1)C(=O)N1CCN(c2ccccn2)CC1 (stereo not drawn)	6	1	-0.5	3	-3	-3	2
C[C@@H]1CN([C@@H](C)CO)C(=O)c2cccc(NC(=O)c3ccncc3)c2O[C@@H]1CN(C)Cc1ccncc1	-1[16.7 µM]	0	-1.4	10	2	1	7
COc1cc(C)c(Cl)cc1S(=O)(=O)NCc1ccccn1	x	-5	-0.3	0	-6	2	-3
COC(=O)c1ccc(C2/C(=C(/O)c3ccc(Cl)cc3)C(=O)C(=O)N2C2CCS(=O)(=O)C2)cc1 (stereo not drawn)	x	-1	-2.4	1	-2	3	-3
Cc1cccc(C(=O)OCC(=O)N2CCCC2=O)c1[N+](=O)[O-]	-2	-2	2.3	-4	-2	1	1
SMILES	miR122 inh	ERAP1 inh	CFTR F508del cor	ERp5 inh	SIRT5 block	Casp6 inh	DENV2 CPE rescue
Cc1noc(C)c1S(=O)(=O)Nc1ccc2c(c1)C(=O)N([C@@H](C)CO)C[C@@H](C)[C@H](CN(C)C(=O)Nc1ccc(C(F)(F)F)cc1)OCCCC[C@@H](C)O2	-5[16.7 µM]	1	4.1	2	15	1	u
COc1cc(-c2c(C(C)=O)c(C)nc3c2C(=O)c2ccccc2-3)cc(OC)c1OC	-4	0	3.9	4	-8	-4	1
O=C1CCC[C@H]2c3[nH]c4ccccc4c3CCN12	-18	3	0.5	6	x	-1	-7
C=CCNC(=O)C1CC2Cn3c(nc4cc(C)c(C)cc43)C2N1C (stereo not drawn)	2	1	1.5	2	12	-2	u
COc1ccccc1C(C)Nc1nc(-c2cccnc2)nc2ccccc12 (stereo not drawn)	x	-4	-1.8	3	-5	-1	-2
C[C@@H]1CN([C@@H](C)CO)C(=O)Cc2cc(NC(=O)Nc3ccc(F)cc3)ccc2O[C@@H]1CN(C)CC1CCCCC1	-10[16.7 µM]	2	2.3	-1	-3	0	1
CCCCCCn1cc(CN2CC(N3CCN(C)CC3)CS2(=O)=O)nn1 (stereo not drawn)	x	x	-1.9	2	-3	-8	-2
C[C@@H]1CN([C@H](C)CO)C(=O)c2cc(Br)cnc2O[C@@H]1CN(C)C(=O)Cc1ccccc1	-1	-1&-3	-1.3&-0.6	-9&-1	-3&1	3&-4	u
C[C@@H]1CN([C@@H](C)CO)C(=O)c2cc(-c3ccc(C(=O)N(C)C)cc3)cnc2O[C@H]1CN(C)C	3[16.7 µM]	1	-4.2	-4	-10	0	2
CCOC(=O)c1c(CSc2ccccc2)n(C)c2cc(Br)c(OCC(O)CNC(CO)(CO)CO)cc12 (stereo not drawn)	-2	1	x	-5	0	1	-5
C[C@@H]1CN([C@@H](C)CO)S(=O)(=O)c2ccc(-c3ccc(C(=O)N(C)C)cc3)cc2O[C@@H]1CN(C)Cc1ccccc1C(=O)O	1	-1&-4	-1.1&-0.3	2&13	0&2	9&3	9&-2
Cc1nc2scc(C)n2c(=O)c1S(=O)(=O)Nc1ccc(N2CCN(S(C)(=O)=O)CC2)cc1	5	-1	2.8	3	-1	-1	4
Cc1ccc(-c2cc(C(=O)NCCCN3CCCC3)c3ccccc3n2)cc1C	x	-6	-0.6	-5	-6	-50	2
Cc1ccccc1Oc1cc(NC(=O)Cn2cnc([N+](=O)[O-])c2)cc([N+](=O)[O-])c1	x	1	-1.4	7	-4	12	-7
Cc1ccc(Cn2c(C(C)Nc3nc(-c4ccc(F)cc4)cs3)nc3cc(Cl)c(Cl)cc32)cc1 (stereo not drawn)	13	-1	2.1	-5	x	-6	x
O=C(COc1ccc([N+](=O)[O-])cc1Cl)NCCN1C(=O)CSC1=O	5	1	4.3	6	-4	3	-2
Cc1ccc(NCC(=O)N/N=C/c2cccn2C)cc1	0	-2	-0.1	3	-1	2	4

Part of the list above, limited to CFTR F508del cor.
structure,CFTR F508del cor
C[C@@H]1CN([C@@H](C)CO)S(=O)(=O)c2ccc(-c3ccc(C(=O)N(C)C)cc3)cc2O[C@@H]1CN(C)Cc1ccccc1C(=O)O,-1.1&-0.3
Cc1nc2scc(C)n2c(=O)c1S(=O)(=O)Nc1ccc(N2CCN(S(C)(=O)=O)CC2)cc1,2.8
Cc1ccc(-c2cc(C(=O)NCCCN3CCCC3)c3ccccc3n2)cc1C,-0.6
Cc1ccccc1Oc1cc(NC(=O)Cn2cnc([N+](=O)[O-])c2)cc([N+](=O)[O-])c1,-1.4
